Source: PubChem BioAssay (NCI)
NCI-60 one-dose screen, 48 h, at 10 µM unless noted. Numbers give growth in % (100 = growth as untreated, 0 = no growth, -100 = all killed).
OVCAR-8 = OVCAR-8 ovarian cancer; hit rate 4.4% among 81,000; AID 1794782
OVCAR-5 = OVCAR-5 ovarian cancer | hit rate 2.9% among 82,000
OVCAR-3 = OVCAR-3 ovarian cancer; hit rate 7% among 79,000; AID 1794787
PC-3 = PC-3 prostate cancer cells; hit rate 3.9% among 80,000
KM12 = KM12 colon cancer cells | hit rate 5% among 82,000 | AID 1794800
HCC-2998 = HCC-2998 colon cancer. hit rate 4.7% among 79,000
OVCAR-4 = OVCAR-4 ovarian cancer cells; hit rate 3.7% among 80,000; AID 1794784
DU-145 = DU-145 prostate cancer; AID 1794760; hit rate 4.2% among 81,000
SW-620 = SW-620 colon cancer; hit rate 5.2% among 82,000; AID 1794795
The depositor's hits bear a star; x = not tested or not shown; & = joins results of further samples; ! = a repeat was not active; [ ] = another dose, or the depositor's remark. Rule for the calls: active = growth percent below 10; inactive = the rest.

Every second line gives: OVCAR-8, OVCAR-5, OVCAR-3, PC-3, KM12, HCC-2998, OVCAR-4, DU-145, SW-620
CC(C)=CCCC(C)O (stereo not drawn)
 : x, 100, 123, 99, 109, 107, 109, 119, 100
COc1ccc(OC)c(Nc2nnc(-c3ccc(O)c(OC)c3)o2)c1
 : 84, 70, 71, 75, 20, 91, 63, 51, 79
O=C(N/N=C/c1ccc(-c2cccc([N+](=O)[O-])c2)o1)c1[nH]c2ccc(Br)cc2c1-c1ccccc1
 : -20*, 23, 1.9*, 19, 7.6*, 15, 46, 6.2*, 15
O=c1[nH][n+](-c2ccc(Cl)cc2)no1
 : 70, 77, 87, 72, 31, 32, 83, 60, 41
CN(C)c1ccc(/C=C/c2c(F)cccc2F)cc1
 : 100, 104, 98, 82, 92, 95, 90, 105, 104
CC(C(=O)c1ccccc1)c1ccccc1 (stereo not drawn)
 : 110, 109, 105, 94, 100, 104, 108, 109, 104
Cc1cc(N2CCOCC2)nc(-n2cnc3c(N)nc(N)nc32)n1
 : 92, 96, 88, 95, 87, 97, 85, 95, 89
Brc1ccc(-c2cc(-n3nnnc3-c3ccccc3)no2)cc1
 : 104, 103, 118, 90, 101, 111, 113, 105, 100
COc1ccc(-c2nn(-c3cccc(NC(=O)c4ccc(Cl)c(Cl)c4)c3)cc2-c2ccncc2)cc1Cl
 : 75, 92, 82, 49, 56, 82, 93, 92, 82
N#Cc1cccc(N)c1
 : 108&105, 101&93, 112&122, 95&108, 110&81, 108&95, 105&119, 111&97, 108&107
Nc1[nH][nH]c2nc3c(cc12)nc1ccccc13
 : 108, 88, 105, 82, 100, 103, 94, 111, 98
CN(C)CC1CCCCC1O (stereo not drawn)
 : 102, 97, 118, 70, 114, 101, 94, 117, 105
Cc1ccc2nc(Cl)c(/C=C/C(=O)c3ccc(N)cc3)cc2c1
 : 108&108, 109&119, 88&113, 108&97, 101&100, 116&132, 116&107, 107&114, 110&121
Cc1cc(C2(c3cc(C)c(O)c(Br)c3)OS(=O)(=O)c3ccccc32)cc(Br)c1O
 : 107, 94, 121, 95, 107, 99, 112, 114, 105
COc1cccc(-n2nnc(-c3nc(-c4cccs4)no3)c2N)c1
 : 101, 103, 126, 99, 107, 95, x, 124, 110
O=C(N/N=C/c1ccccc1)N/N=C/c1ccccc1
 : 107&103, 105&109, 120&120, 98, 102&100, 96&101, 115, 109&131, 96&106
CC(C)NCC(C)(C)NC(Cc1ccccc1)c1ccccc1 (stereo not drawn)
 : x, 95, 97, 79, 101, 103, 102, 103, 94
C#Cc1ccccc1N1C(=O)C=CC1=O
 : 91, 110, 107, 90, 108, 112, 103, 103, 99
CCOC(=O)c1c(Cl)nc2ccccc2c1Cl
 : 127, 117, 112, 104, 121, 123, 104, x, 126
CC1=NCCN1CCN
 : 102, 99, 118, 130, 109, 104, x, 111, 115

A portion of the results above, as a working copy:
Every second line gives: OVCAR-8, OVCAR-5, OVCAR-3, PC-3, KM12, HCC-2998, OVCAR-4, DU-145, SW-620
C#Cc1ccccc1N1C(=O)C=CC1=O
 : 91, 110, 107, 90, 108, 112, 103, 103, 99
CCOC(=O)c1c(Cl)nc2ccccc2c1Cl
 : 127, 117, 112, 104, 121, 123, 104, x, 126
CC1=NCCN1CCN
 : 102, 99, 118, 130, 109, 104, x, 111, 115

(next part)
Every second line gives: OVCAR-8, OVCAR-5, OVCAR-3, PC-3, KM12, HCC-2998, OVCAR-4, DU-145, SW-620
CC(=O)NC1Oc2ccccc2-c2oc(=O)c(-c3ccccc3)cc21 (stereo not drawn)
 : 99, 110, 110, 92, 99, 116, 98, 101, 103
COc1ccc([C@H]2c3cc(OC)c(OC)cc3C=C(C=O)C2CO)cc1OC (stereo partly drawn)
 : 61, 106, -31*, 29, 21, 58, 63, 62, 22
O=C1CCCCCC1
 : 100, 102, 103, 96, 106, 108, x, 101, 102
NS(=O)(=O)c1ccc(Nc2nc(-c3ccncc3)cs2)cc1
 : 104, 107, 101, 105, 103, 100, 115, 104, 99
CCCCNC(=O)c1ccc(Cn2c(CCCC)nc3c(N)nc4ccccc4c32)cc1
 : 89, 105, 94, 71, 93, 93, 71, 91, 96
COc1ccc(-c2cc(-c3nc(OC)nc(OC)n3)on2)cc1
 : 109, 118, 112, 91, 102, 108, 110, 104, 108
C=CC[n+]1cccc2c3ccccc3ccc21
 : 41, 71, 36, 44, 20, 56, 42, 58, 45
CC(C)C(C)(C)C(=O)C(C)(C)C(C)(C)C
 : 99, 98, 80, 99, 107, 104, 117, 107, 106
CS(=O)(=O)c1ccc(-n2nc(C(=O)N3CCC(Cc4ccccc4)CC3)cc2-c2ccccc2)cc1
 : 79, 103, 83, 87, 96, 94, 74, 92, 99
N=C(N)N1CCc2ccccc2C1
 : 103&90, 88, 101&104, 128&89, 94&93, 99&83, 117&95, 97&105, 88&95
N#Cc1c(-c2ccccc2F)cc(-c2ccccn2)[nH]c1=O
 : 103, 111, 93, 91, 101, 106, 91, 104, 98
COc1ccc(NC(=O)c2ccc(NC3=C(c4ccccc4)C(=O)NC3=O)cc2)cc1
 : 106, 76, 97, 85, 90, 105, 92, 92, 102
O=C1NC(c2ccccc2)C(c2ccccc2)N1 (stereo not drawn)
 : 104, 103, 106, 99, 98, 105, 112, 102, 104
CCCCCCC(=O)Nc1ncc(Cc2ccc(C)cc2)s1
 : 45, 58, 8.6*, 42, 31, 70, 50, 42, 22
Clc1ccc(C2=Nn3c(N/N=C/c4c[nH]c5ccccc45)nnc3SC2)cc1
 : 89, 103, 87, 83, 90, 113, 81, 100, 95
CCOC(=O)c1sc2ncnc(Nc3ccc(OCc4cccc(F)c4)cc3)c2c1C
 : 91, 86, 88, 83, 80, x, 85, 90, 101
COc1cc(/C=C\C(=O)OC/C=C/c2ccc3c(c2)OCO3)cc(OC)c1OC
 : 102, 104, 119, 96, 108, 106, 106, 121, 108
Nc1cccc(OCCOc2ccc([N+](=O)[O-])cc2)c1
 : 96, 97, 102, 69, 92, 95, 106, 102, 108
Cn1c(=O)c2c(nc(Sc3nc(N)cc(=O)[nH]3)n2CC(=O)Nc2ccc(S(N)(=O)=O)cc2)n(C)c1=O
 : 100, 98, 105, 103, 101, 97, 92, 109, 98
OC/C=C/c1ccccc1
 : 104, 106, 122, 95, 117, 100, 110, 116, 107

Compound profiles, as listed above.
`NS(=O)(=O)c1ccc(Nc2nc(-c3ccncc3)cs2)cc1` in the list: OVCAR-8: 104; OVCAR-5: 107; OVCAR-3: 101; PC-3: 105; KM12: 103; HCC-2998: 100; OVCAR-4: 115; DU-145: 104; SW-620: 99
`CCOC(=O)c1sc2ncnc(Nc3ccc(OCc4cccc(F)c4)cc3)c2c1C` in the list: OVCAR-8: 91; OVCAR-5: 86; OVCAR-3: 88; PC-3: 83; KM12: 80; HCC-2998: x; OVCAR-4: 85; DU-145: 90; SW-620: 101

Next section.
Every second line gives: OVCAR-8, OVCAR-5, OVCAR-3, PC-3, KM12, HCC-2998, OVCAR-4, DU-145, SW-620
Cc1c(C(=O)N[C@@H](Cc2ccccc2)C(=O)C(=O)NCc2ccccc2)[nH]c2ccccc2c1=O
 : 102, 103, 103, 92, 99, 105, 95, 107, 102
CCOC(=O)c1ccc2c(c1)NC(=O)[C@@H]1CCCN21
 : 101, 103, 100, 107, 96, 93, 104, 103, 100
COc1cc2oc(-c3cccc(C(=O)Nc4ccc(Cl)cc4)c3)cc(=O)c2c(OCCN)c1OC
 : -86*, -87*, -88*, -87*, -83*, -81*, -63*, -99*, -79*
CC(=O)[C@@H]1CC[C@]2(C#N)CC[C@]3(C)[C@H](CC[C@@H]4[C@@](C)(CCC#N)[C@H](C(C)=O)CC[C@]43C)[C@@H]12
 : 72[100 µM], 105[100 µM], 67[100 µM], 43[100 µM], 55[100 µM], 89[100 µM], x, 88[100 µM], 90[100 µM]
O=C(NC1C(O)OC(CO)C(O)C1O)NS(=O)(=O)c1ccc([N+](=O)[O-])cc1 (stereo not drawn)
 : 108, 105, 113, 101, 105, 117, 113, 111, 110
COc1cc(Cn2ccc3c2-c2oncc2CCC3)cc(OC)c1OC
 : 75, 102, 73, 75, 76, 79, 43, 107, 90
O=C(CN1CCCCC1)c1ccc(/C=C/c2ccc(Cl)cc2)cc1
 : 95, 114, 103, 84, 98, 103, 100, 103, 82
O=c1[nH]c(-c2ccccc2)nc(CN2CCCCC2)c1O
 : 107, 110, 110, 105, 108, 100, 110, 113, 104
Cc1ccc(OCCCCCCNCCO)c(C)c1
 : -10*, 36, 24, 16, 15, -6.6*, 17, 22, 18
CC(=O)O/C(=C(\OC(C)=O)c1ccccc1)c1ccccc1
 : 97, 101, 100, 101, 92, 105, 107, 101, 90
CC(=O)Nc1cccc(-n2c(COc3ccc(I)cc3)nc3ccccc32)c1
 : 117&97, 113&103, 88&89, 107&63, 99&95, 119&118, 109&75, 101&99, 108&97
COc1ccc(-c2cc(-c3cccnc3)nc3oc(C(=O)c4ccc(C)cc4)c(N)c23)cc1OC
 : 87, 105, 93, 71, 80, 99, 90, 78, 96
CCCCc1ccc(N=Nc2ccc(OCCOCCOCCO)cc2)cc1
 : 62, 105, 64, 69, 71, 85, 63, 89, 98
CCCCCCCCCCCCCC/C=C\C(CC(=O)O)C(=O)O (stereo not drawn)
 : 103, 105, 114, 96, 103, 102, 112, 110, 103
NC(Cc1ccccc1)C(=O)NNc1n[nH]c(=S)n1N (stereo not drawn)
 : 106, 97, 101, 99, 103, 99, 97, 105, 95
CCOC(=O)N1CCN(CCCCCOc2ccccc2N)CC1
 : 105, 102, 109, 69, 101, 104, 100, 107, 106
Cc1ccc2nc(-c3ccc(N4C(=O)/C(=C/c5ccc(Cl)cc5)N=C4c4ccccc4)cc3)sc2c1
 : 92, 97, 90, 67, 74, 90, 90, 92, 118
CC(=O)Nc1ccc2c(c1)c(NC(C)=O)nn2C(=O)Nc1ccc(Cc2ccccc2)cc1
 : 72, 67, 84, 63, 86, 79, 89, 83, 102
Brc1cc(-c2cc(-c3ccc4c(c3)OC=CO4)[nH]n2)cs1
 : 99, 115, x, 97, 64, 95, 97, 96, 82
COc1cc(CNC(=O)/C=C/C=C/c2ccc3c(c2)OCO3)ccc1OCc1cn(-c2ccc(F)cc2)nn1
 : 75, 99, 95, 82, 84, 90, 80, 95, 90
N#CC(C#N)=C(C#N)c1ccc(N)c(C(=O)O)c1
 : 105, 109, 111, 96, 100, 96, 105, 104, 110
COc1cccc(-c2nn(-c3ccccc3)cc2-c2ccnc(NCCCO)c2)c1
 : 46, 92, 26, 46, 34, 65, 55, 64, 21
CS(=O)(=O)c1ccc(-c2ccc3ncc(C#N)c(Nc4ccc(F)c(Cl)c4)c3c2)cn1
 : 72, 90, 92, 88, 96, 93, 80, 75, 90
NC(N)=NCC(=O)Sc1nc(-c2ccco2)cc(-c2ccc(Cl)cc2Cl)n1
 : 89, 104, 110, 96, 95, 109, 94, 116, 117
COc1cc(/C=N\Nc2ccccc2[N+](=O)[O-])cc(OC)c1OC
 : 87, 102, 88, 97, 96, 102, 96, 100, 102
Cc1ccc(-c2cnc3sc(C(=O)NN)c(C)n23)cc1
 : 103, 122, 119, 108, 102, 102, 107, 122, 108
COc1ccc(C(=O)Nc2ncc(Cc3ccccc3Cl)s2)cc1
 : 12, 37, x, 30, 9.4*, 7.0*, 62, 18, 25
COc1ccc(-c2nc3ccccn3c2-c2nnc(-c3ccc(OC)c(OC)c3)o2)cc1
 : 54, 98, 103, 101, 88, 101, 98, 105, 112
CNC(=O)c1cc(-n2ccc3cc(NS(=O)(=O)c4cccc(C(F)(F)F)c4)ccc32)ccn1
 : 83, 99, 85, 77, 93, 101, 60, 83, 99
N=C1/C(=C2\NC3C=CC=CC3S2)C(c2ccc(Cl)cc2)C2C(=O)N(c3ccccc3)C(=S)N12 (stereo not drawn)
 : 99, 106, 106, 94, 108, 99, 101, 114, 104
O=C(Nc1cccc(-n2ccc3c(NC(=O)c4ccccc4)nccc32)c1)c1ccc(Cl)c(C(F)(F)F)c1
 : 45, 77&16, -87*!, -31*!, -55*!, -28*!, 6.9*!, -36*!, -74*!
COC(=O)C1=C(C)NC(C)=C(C(=O)OC)C1c1cccc(C#N)c1
 : 105, 105, 115, 98, 97, 104, 101, 109, 104
COc1cc(/C=C/c2cc(/C=C/c3ccc(O)c(OC)c3)n(-c3ccc(C(F)(F)F)cc3)c(=O)n2)ccc1O
 : 76, 118, 95, 74, 92, 107, 92, 95, 89
